SENP8 block-1: blocks human SENP8 cleavage of Nedd8 substrate; 360,000 tested, 0.64% active; recombinant SENP8, Nedd8 substrate fluorescence; AID 602440; inhibition, % at 20 µM; Q96LD8; in the data active = inhibition mostly above about 40%, no sharp cut-off; inactive = mostly below about 27%
Target sequence (Q96LD8 whole entry, looked up): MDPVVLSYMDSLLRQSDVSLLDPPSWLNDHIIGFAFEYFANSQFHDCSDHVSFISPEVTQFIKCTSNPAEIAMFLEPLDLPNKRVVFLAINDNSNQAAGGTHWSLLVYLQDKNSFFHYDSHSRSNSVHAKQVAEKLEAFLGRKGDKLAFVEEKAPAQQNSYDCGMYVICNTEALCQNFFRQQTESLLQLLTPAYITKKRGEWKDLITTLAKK
PfGluPho inh: PfG6PD (Plasmodium falciparum) enzyme inhibition | PfGluPho enzyme, NADPH resazurin-diaphorase fluorescence | inhibition, % at 20 µM | 350,000 tested, 0.78% active | AID 504690;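 active = inhibition reaching at least a set limit at 20 µM in the primary screen, cut at about 59% in these data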;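 note: 0% = DMSO wells with substrate and 100% = DMSO wells lacking glucose-6-phosphate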
Apaf-1 inh: human Apaf-1 inhibition; inhibition, % at 20 µM; 330,000 tested, 0.71% active; reconstituted apoptosome caspase-3 activity, DEVD-Rh110 fluorescence; active = inhibition of at least 40% at 20 µM;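 note: plate controls were DMSO wells for no effect and DEVD-CHO caspase inhibitor wells for full effect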
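Material: cell-free apoptosome with Apaf-1, procaspase-3 and caspase-9; Buffer or medium: Hepes pH 7.5 with detergent and BSA; Reagent: cytochrome c trigger plus (Z-DEVD)2-Rh110 caspase-3 substrate; Times: compound with Apaf-1, dATP, procaspase-3 30 min, then 50 min reaction, room temperature; Technique: Rh110 fluorescence intensity.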
SENP1 FRET inh: inhibitors of human SENP1 SUMO protease catalytic domain. Q9P0U3. recombinant SENP1 catalytic domain, CyPet-SUMO1-YPet FRET cleavage. inhibition, % at 10 µM. 360,000 tested, 0.21% active;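 active = inhibition at least 30% at 10 µM, raw YFP signal under a set limit, fluorescence ratio 0.5 to 1.5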;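 note: 0% = enzyme with DMSO and 100% = no enzyme wells; some results filed as inactive read as strong as hits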
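Assay system: hSENP1 catalytic domain, recombinant. Amount: SENP1 enzyme, 20 pM final. Schedule: 50 min reaction, RT, dark. Technique: FRET, CFP and YFP emission. Control set: no-enzyme wells low, DMSO-plus-enzyme wells high control.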
HKDC1 inhibitor: blocks human hexokinase HKDC1 activity | recombinant HKDC1, G6PDH/diaphorase resazurin coupled fluorescence | inhibition, % at 20 µM | 340,000 tested, 0.16% active | AID 493160;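 active = inhibition above about 35% when tested at 20 µM, limit read from the data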;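 note: plate controls were DMSO wells with enzyme for no effect and DMSO wells lacking enzyme for full effect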
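Test system: recombinant HKDC1 (HK5) hexokinase enzyme, produced in-house / Doses: 20 µM test compound, 1% DMSO / Timing: 90 min, room temperature / Detection: G6PDH/diaphorase-coupled fluorescence, 1 mM NADP, 100 µM resazurin, 525/613 nm / Control set: DMSO wells with and without enzyme mix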
SENP7 block: inhibitors of human SENP7 protease. recombinant SENP7, Z-RLRGG-aminoluciferin luminescence, 40 min. 330,000 tested, 1.5% active. Q9BQF6. inhibition, % at 5 µM;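 active = inhibition above about 50% at the single test dose, limit read from the data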;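 note: plate controls were DMSO with enzyme for no effect and no enzyme buffer wells for full effect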
Target sequence (Q9BQF6 706-1050 limits assumed): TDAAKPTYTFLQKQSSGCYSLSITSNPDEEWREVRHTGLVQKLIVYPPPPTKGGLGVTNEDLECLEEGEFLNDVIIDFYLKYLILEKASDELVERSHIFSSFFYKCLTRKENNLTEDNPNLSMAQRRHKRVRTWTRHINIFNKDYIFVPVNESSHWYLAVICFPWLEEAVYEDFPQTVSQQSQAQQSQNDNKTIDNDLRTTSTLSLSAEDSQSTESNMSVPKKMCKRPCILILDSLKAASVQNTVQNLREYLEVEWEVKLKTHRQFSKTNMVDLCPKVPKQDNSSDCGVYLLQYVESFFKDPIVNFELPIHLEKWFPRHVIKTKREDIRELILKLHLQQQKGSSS
SENP6 inh: blocks the human protease SENP6; Q9GZR1; Recombinant SENP6 catalytic domain, aminoluciferin luminescence; inhibition, % at 10 µM; 330,000 tested, 1.8% active; AID 2599;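 active = inhibition above about 50% at the single tested dose, limit read from the data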;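 note: plate controls were DMSO wells with enzyme for no effect and DMSO wells lacking enzyme for full effect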
Target sequence (Q9GZR1 628-1112 limits assumed): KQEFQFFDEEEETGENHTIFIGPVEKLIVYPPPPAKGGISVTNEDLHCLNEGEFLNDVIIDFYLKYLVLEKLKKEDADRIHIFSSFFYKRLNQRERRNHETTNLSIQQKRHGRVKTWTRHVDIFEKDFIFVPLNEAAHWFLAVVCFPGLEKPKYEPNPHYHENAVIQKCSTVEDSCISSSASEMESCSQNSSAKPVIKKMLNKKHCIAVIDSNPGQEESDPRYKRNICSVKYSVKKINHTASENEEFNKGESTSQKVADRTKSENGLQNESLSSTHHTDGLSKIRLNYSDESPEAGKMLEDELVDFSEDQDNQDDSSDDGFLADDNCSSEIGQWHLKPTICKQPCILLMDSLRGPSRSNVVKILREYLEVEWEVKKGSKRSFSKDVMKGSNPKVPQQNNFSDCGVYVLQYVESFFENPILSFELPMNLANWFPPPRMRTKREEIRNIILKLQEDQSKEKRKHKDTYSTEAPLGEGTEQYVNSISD
SENP8 block-2: inhibitors of human SENP8 protease. AID 2540. purified SENP8, Z-RLRGG-aminoluciferin cleavage, luminescence. Q96LD8. 330,000 tested, 1.2% active. inhibition, % at 10 µM; in the data active = inhibition above about 50%
Numbers without * were called inactive; x = no result given.

SMILES	SENP8 block-1	PfGluPho inh	Apaf-1 inh	SENP1 FRET inh	HKDC1 inhibitor	SENP7 block	SENP6 inh	SENP8 block-2
C[C@@H](O)C1NC(=O)[C@H](CCCCN)NC(=O)c2cc([N+](=O)[O-])cc(F)c2NCCCC[C@@H](C(N)=O)NC1=O (stereo partly drawn)	16	17	-6	0	1	-2	10	7
CCOC1OC(=O)C(Cl)=C1Nc1ccc(C)cc1C (stereo not drawn)	10	1	7	1	-7	-8	-26	-5
O=C1/C(=C\c2ccc(C(F)(F)F)cc2)CSc2sccc21	4	17	9	1	-2	-10	-20	-9
Cc1cccc(NC(=O)c2ccc3c(c2)C(=O)N(c2ccccc2C)C3=O)n1	15	7	9	1	1	-2	-1	-13
Cc1ccc(C(=O)OCC(=O)N2CCCCCC2)cc1S(=O)(=O)N1CCOCC1	14	8	-8	1	-8	6	0	4
CC(NC(=O)C1CCCO1)c1ccccc1 (stereo not drawn)	26	-9	-5	-1	-2	5	-14	-8
Cc1ccc(N(CC(=O)NC2CCCCC2)C(=O)CCCC(=O)Nc2ccccn2)c(C)c1	14	5	-4	1	1	1	-19	-3
C[C@@H](N)C(=O)NC[C@H]1CC[C@H](C(=O)N[C@@H](Cc2ccccc2)C(=O)O)CC1	12	-12	-5	2	-1	-6	-2	1
Cc1cc(N/N=C/c2ccc(O)cc2O)nc(N2CCOCC2)n1	-32	11	31	-21	3	6	0	-2
Cc1ccccc1N=C/C=C1/C=C(c2ccccc2)OC(C)(C)O1	7	0	8	-26	0	-10	-19	-8
Cc1c(N2C(=O)c3ccc4c5c(ccc(c35)C2=O)CC4)c(=O)n(-c2ccccc2)n1C	-491	7	13	1	28	-8	6	5
CC1(C)CC(=O)C=C(c2cccc(O)c2)C1	5	-10	2	13	0	-6	-10	-5
COc1ccccc1NS(=O)(=O)c1cc(C(=O)N2CCCCCCC2)ccc1C	16	-4	26	2	5	-6	-10	-14
CN(C)CC#Cc1cncc(C(=O)NNC(=O)Nc2ccc(Cl)cc2)c1	17	-2	7	2	-1	-2	-14	0
N=C1c2ccccc2CN1c1ccc(S(=O)(=O)N2CCCCC2)cc1	20	-2	2	10	-5	-7	1	-11
O=C(c1cc(-c2ccc(O)cc2)on1)N1CCOCC1	8	3	1	0	-6	9	9	-1
NC(=O)c1sc2nccc(Nc3ccccc3)c2c1N	-255	46	32	-86	7	-1	6	-6
c1ccc(-n2nnnc2-c2cccnc2)cc1	-2	-13	0	0	1	2	-2	2
CC12CCC(C(=O)N(CCCN3CCN(Cc4ccccc4)CC3)C1=O)C2(C)C (stereo not drawn)	9	6	6	-1	-2	-16	-6	6
COc1ccc(N2C(=O)CCC2=O)cc1	12	-22	3	0	-4	3	-8	-9
O=C(c1ccccc1NS(=O)(=O)c1ccc2c(c1)OCCO2)N1CCOCC1	18	-7	-32	1	-13	0	-5	5
OC1(c2ccc(F)cc2)CCN(Cc2ccccc2)C1 (stereo not drawn)	14	-12	-8	2	-7	-2	-10	3
CC(=O)Nc1ccc(S(=O)(=O)NNC(=O)NC23CC4CC(CC(C4)C2)C3)cc1	9	-12	6	-1	0	-4	-5	-14
O=C1NC(c2cccc3ccccc23)Nc2ccccc21 (stereo not drawn)	-470	9	x	0	1	x	x	x
CC(C)N(CCNC(=O)c1ccc(CS(=O)(=O)c2c(Cl)cccc2Cl)o1)Cc1ccccc1	8	2	2	2	1	-2	3	-1
CN1CCN(C(=O)c2cc3c(s2)-c2ccccc2S(=O)(=O)C3)CC1	-7	-10	10	2	-9	7	5	-4
O=C1C(=O)N(CNc2ccccn2)c2ccccc21	-2	-18	4	0	11	-8	5	-4
Cc1cc(C(=O)CSc2nc(N)cc(N)n2)c(C)n1CC1CCCO1 (stereo not drawn)	7	11	-2	-8	-1	-9	-13	-2
COc1ccc(-c2nc(N)n[nH]2)cc1OC	11	3	-7	1	3	-2	1	-8
CCC(=O)N(Cc1ccco1)c1nc(-c2cc(OC)ccc2OC)cs1	13	2	-2	1	-6	-5	2	-4
C=C(C)Cc1c(C)c(C#N)c2[nH]c3ccccc3n2c1=O	-302	-24	62*	-9	13	29	45	15
Cc1ccc(C)c(N2CCN(S(=O)(=O)c3ccc(-c4ccc(=O)[nH]n4)o3)CC2)c1	3	-4	10	2	1	7	2	-1
Cc1cc(C)nc(NC2=NCCN2C(=S)Nc2c(C)cccc2C)n1	16	0	2	-2	-1	7	6	1
Cc1cc(C(=O)NCc2ccc(S(N)(=O)=O)cc2)c(C)o1	14	6	-6	0	10	2	-11	-3
Cc1ccc(Cn2cnc3c(nnn3Cc3ccc(Cl)cc3)c2=O)cc1	14	-19	2	0	-6	7	11	3
Cc1sc2ncnc(NC3CCN(Cc4ccccc4)CC3)c2c1C	13	-5	-8	0	8	-3	-2	-1
COc1ccc(NS(=O)(=O)c2cccc(C(=O)NNC(=O)c3cc(C)oc3C)c2)cc1	22	-24	10	3	-8	-7	-2	-3
O=C(CCS(=O)(=O)c1ccc(Br)cc1)Nc1ccccn1	6	2	-25	0	-8	0	0	-7
O=C(Nc1cccnc1)Nc1cc(Cl)cc(Cl)c1	8	7	13	2	15	25	-5	1
COc1ccc(NC(=O)c2ccc(COc3ccccc3OC)o2)cc1OC	26	2	9	1	4	2	-17	2
CCc1nnc(NC(=O)CSc2nnc(-c3ccccc3O)n2-c2ccc(C)cc2)s1	9	-34	20	3	-1	-9	-11	-10
Cc1sc2ncnc(N3CCC(C(=O)Nc4ccc(C#N)cc4)CC3)c2c1C	-70	1	9	-9	-5	-6	1	7
Cc1cc(=O)oc2c(C)c(OC(C)C(=O)NCC(O)c3ccccc3)ccc12 (stereo not drawn)	-118	-1	-4	1	-2	9	-10	-6
Cc1ccc(C(=O)Nc2cccc(C(=O)NCc3ccccc3)c2)o1	10	-2	3	2	-5	-7	1	-4
COC(=O)c1ccccc1C(=O)N1CCCC(C(=O)c2ccc(OC)c(OC)c2)C1 (stereo not drawn)	-5	-2	5	2	-7	-13	-14	-12
Cc1nn(Cc2ccc(Cl)cc2)c(C)c1NC(=O)Cn1nc([N+](=O)[O-])c(Cl)c1C	17	-5	7	1	8	-5	-3	-5
Cn1c(SCc2nc(-c3ccc(Cl)cc3)no2)nnc1-c1ccco1	20	7	7	-1	-2	-3	2	-1
COc1ccc(C(=O)NC(=S)Nc2ccc(CN3CCOCC3)cc2)cc1Br	10	10	20	4	4	-7	17	3
COc1ccc2[nH]c(=S)cc(C)c2c1	-85	58	-8	1	9	-3	3	5
COC(=O)Cc1ccc(NC(=S)N2CCN(C)CC2)cc1	16	-5	-8	1	-5	-4	-8	-3
COCCOC(=O)c1c(C)oc2ccc(NS(=O)(=O)c3ccc(F)cc3)cc12	18	6	9	-1	-6	3	-13	-2
Clc1ccc(C2=NNC(=NCc3ccccc3)SC2)cc1	-3	8	6	4	-8	9	3	2
COc1ccc(N2CCN(c3ccc(C(N)=O)cc3[N+](=O)[O-])CC2)cc1	23	-7	0	1	-1	0	13	-7
CCCC(=O)Nc1cccc(NC(=O)c2ccc3c(c2)OCO3)c1	18	9	3	1	-3	-9	-35	-12
Cc1ccc(C(=O)CSc2nnc(COc3cccc4cccnc34)o2)cc1	-28	15	12	2	-12	-6	-13	-2
COC(=O)C(C(=O)Nc1ccccc1C)C1CCCC1 (stereo not drawn)	29	-30	6	1	-7	-10	1	-7
COc1ccc2[nH]c(=O)c(CN(C)C(=O)C3CCCCC3)cc2c1	-386	-19	1	4	-11	3	0	-7
COc1cccc(C2C(C#N)=C(N)N(N(C)C)C3=C2C(=O)CC(C)(C)C3)c1OC (stereo not drawn)	3	-19	1	0	1	-3	4	-6
CCN(C(=O)c1cccnc1SC)C12CC3CC(CC(C3)C1)C2	15	-15	12	0	2	11	2	1
CCc1ccc(NC(=O)C2CCCCC2C(=O)O)cc1 (stereo not drawn)	20	-19	-22	0	-1	-3	2	-4
Continued:
SMILES	SENP8 block-1	PfGluPho inh	Apaf-1 inh	SENP1 FRET inh	HKDC1 inhibitor	SENP7 block	SENP6 inh	SENP8 block-2
O=S(=O)(c1ccc(OCC2CO2)cc1)c1ccc(OCC2CO2)cc1 (stereo not drawn)	18	-11	-5	0	-5	0	-1	1
COc1cccc(C(=O)OCCNC(=O)c2cccnc2)c1	2	4	3	0	0	-6	-19	-13
COc1cccc(-c2nnn(CC(=O)Nc3cc(OC)c(NC(=O)c4ccco4)cc3OC)n2)c1	-87	-1	-8	0	2	-6	-14	-13
CN(C)CCOc1ccc(-c2c(-c3ccsc3)sc3ccccc23)cc1	8	0	71*	0	-1	2	-5	-2
O=C1Cc2ccccc2C(=O)N1Cc1ccccc1	85*	4	52*	-5	5	79*	91*	94*
CCN(c1ccccc1)S(=O)(=O)c1ccc(C(=O)NCC(=O)Nc2ccc(F)c(F)c2F)cc1	16	0	4	0	3	0	-24	7
Fc1cccc(CN2CCC(Cc3ccccc3)CC2)c1	4	-3	9	-1	0	-2	5	6
COc1ccc(S(=O)(=O)N2CCN(c3ncccn3)CC2)cc1[N+](=O)[O-]	12	-27	4	1	-3	-9	-34	-9
COCCn1c(SCC(=O)Nc2ccccc2OC)nc2ccccc21	22	5	-1	-1	0	-11	1	-5
COc1ccc(C(=O)NCc2ccc(-c3nc4ccccc4s3)cc2)cc1	-20	-20	-7	-7	-6	-1	-11	-2
O=C(Cn1c(=O)n(CCC(=O)N2CCc3ccccc3C2)c(=O)c2ccccc21)NCC1CCCO1 (stereo not drawn)	62*	-4	x	-4	7	x	x	x
Cn1c(=O)c2c(ncn2CC(=O)Nc2ccc3c(c2)OCO3)n(C)c1=O	7	6	-7	-1	-8	-3	12	5
COc1cc2[nH]c(=O)n(CCCCCC(=O)N3CCN(c4ccccc4)CC3)c(=O)c2cc1OC	-21	-3	14	0	-14	-1	-8	-12
Cc1ccc(NC(=O)/C(=C\c2ccccc2)NC(=O)/C=C/c2ccccc2)cc1	11	-27	16	1	-6	4	7	3
O=C(Nc1ncccn1)c1ccc([N+](=O)[O-])cc1[N+](=O)[O-]	22	4	-6	0	-2	-4	7	5
CCN(CC(=O)Nc1ccc(NC(C)=O)cc1)C(=O)c1cc(S(=O)(=O)N2CCCCCC2)ccc1OC	-5	2	7	2	-2	3	-14	-1
Cn1c(SCC(=O)C(C)(C)C)nnc1-c1ccccn1	12	-10	-11	0	-5	3	2	2
COc1ccc(CCN2CC(C(=O)N(C)CC(=O)Nc3ccc(Cl)c(C(F)(F)F)c3)CC2=O)cc1OC (stereo not drawn)	8	8	34	-1	-5	-1	7	0
CCOC(=O)Cc1c(C)[nH]c(=S)[nH]c1=O	23	-8	-3	-2	-13	4	5	-7

Three entries from above, with each value named.
molecule: CC(=O)Nc1ccc(S(=O)(=O)NNC(=O)NC23CC4CC(CC(C4)C2)C3)cc1
  SENP8 block-1: 9
  PfGluPho inh: -12
  Apaf-1 inh: 6
  SENP1 FRET inh: -1
  HKDC1 inhibitor: 0
  SENP7 block: -4
  SENP6 inh: -5
  SENP8 block-2: -14
molecule: O=C1NC(c2cccc3ccccc23)Nc2ccccc21 (stereo not drawn)
  SENP8 block-1: -470
  PfGluPho inh: 9
  Apaf-1 inh: x
  SENP1 FRET inh: 0
  HKDC1 inhibitor: 1
  SENP7 block: x
  SENP6 inh: x
  SENP8 block-2: x
molecule: CC(C)N(CCNC(=O)c1ccc(CS(=O)(=O)c2c(Cl)cccc2Cl)o1)Cc1ccccc1
  SENP8 block-1: 8
  PfGluPho inh: 2
  Apaf-1 inh: 2
  SENP1 FRET inh: 2
  HKDC1 inhibitor: 1
  SENP7 block: -2
  SENP6 inh: 3
  SENP8 block-2: -1
